Assay outcomes from PubChem BioAssay.
EBI2 antag: blocks human EBI2 receptor beta-arrestin signaling; EBI2 beta-arrestin recruitment, luminescence, 7a,25-OHC stimulated; inhibition, % at 5 µM; 0.81% of 360,000 active; AID 651636; in the data active means inhibition above about 38%;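 further: enzyme fragment complementation signal reports receptor beta-arrestin coupling in cells; 0% = agonist plus DMSO wells and 100% = wells without agonist; some results beyond the cut were filed as inactive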
Target sequence (P32249 whole entry, looked up, the tested form may be a part): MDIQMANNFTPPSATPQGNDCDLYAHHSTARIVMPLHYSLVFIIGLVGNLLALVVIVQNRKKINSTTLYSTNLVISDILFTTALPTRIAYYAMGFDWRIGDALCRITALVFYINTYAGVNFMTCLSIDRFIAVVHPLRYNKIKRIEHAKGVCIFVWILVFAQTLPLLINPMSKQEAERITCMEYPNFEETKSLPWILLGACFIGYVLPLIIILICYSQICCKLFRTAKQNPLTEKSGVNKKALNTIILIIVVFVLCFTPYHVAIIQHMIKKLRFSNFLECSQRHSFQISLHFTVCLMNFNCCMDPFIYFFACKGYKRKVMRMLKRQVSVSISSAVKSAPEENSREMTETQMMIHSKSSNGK
Mdm2 MdmX PPI: human Mdm2/MdmX binding inhibition; O15151+Q00987; SaOS-2 split-luciferase Mdm2/MdmX complementation, luminescence; inhibition, % at 8 µM; 3% of 330,000 active;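 active means inhibition of at least 50% at 8 µM in the primary screen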
APJ ag: activates the human apelin receptor APJ; CHO-K1 APJ PathHunter beta-arrestin, luminescence; 0% DMSO wells, 100% apelin; activation, % at 20 µM; 0.11% of 330,000 active; AID 2520;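 active means activation more than six SD over the plate average, tested at 20 µM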;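 further: 0% = DMSO alone and 100% = apelin-13 at 10 nM; some results filed as inactive read as strong as hits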
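assay system = CHO-K1 APJ beta-arrestin complementation cell line | input = cell density 1000 per well | dosing = compound 20 µM once, DMSO 1% | timing = compound 90 min 25 °C, reagent 1 h | measured by = luminescence from split beta-galactosidase complementation, Galacton Star/Emerald II substrate | read-out basis = APJ agonist activity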
CCR6 antag: antagonists of human CCR6 receptor; P51684; CHO-K1 CCR6 PathHunter beta-arrestin, luminescence, CCL20-stimulated; inhibition, % at 20 µM; 0.49% of 340,000 active; AID 493098;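 active means compounds whose inhibition of the agonist-driven luminescence signal at 20 µM reaches about 50%, limit read from the data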;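 further: cells stimulated with CCL20 at 14 nM final; plate controls were DMSO with CCL20 for no effect and DMSO without agonist for full effect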
APJ antagonist: antagonists of human APJ apelin receptor; CHO-K1 APJ beta-arrestin complementation, luminescence; inhibition, % at 20 µM; 0.32% of 330,000 active; AID 2521;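 active means inhibition above about 40% at 20 µM, limit read from the data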;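 further: cells challenged with 10 nM apelin-13 agonist together with compound; plate controls were apelin-13 plus DMSO wells for no effect and DMSO wells lacking apelin-13 for full effect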
CXCR6 inh: inhibitors of human CXCR6 receptor; O00574; CHO-K1 PathHunter CXCR6 beta-arrestin, luminescence; inhibition, % at 20 µM; 0.36% of 360,000 active; AID 602244; in the data active means inhibition above about 34%, passing the limit was not always enough;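 further: antagonist mode with CXCL16 agonist at 10 nM final; 0% = 10 nM CXCL16 with DMSO and 100% = unstimulated wells without agonist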
Target sequence (O00574 whole entry, looked up): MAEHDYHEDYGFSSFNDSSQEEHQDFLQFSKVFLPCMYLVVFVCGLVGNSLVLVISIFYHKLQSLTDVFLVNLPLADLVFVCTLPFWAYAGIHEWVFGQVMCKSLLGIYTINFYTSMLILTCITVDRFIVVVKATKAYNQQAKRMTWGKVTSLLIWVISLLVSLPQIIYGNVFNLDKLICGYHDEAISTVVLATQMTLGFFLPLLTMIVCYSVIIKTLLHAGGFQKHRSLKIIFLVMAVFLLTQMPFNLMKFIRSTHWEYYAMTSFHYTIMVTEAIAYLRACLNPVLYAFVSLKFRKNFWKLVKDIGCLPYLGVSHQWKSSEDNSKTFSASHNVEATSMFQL
XBP1 UPR activ: adaptive UPR (XBP1) activation; CHO-XBP1 luciferase reporter, IRE1-XBP1 UPR activation, luminescence; percent of tunicamycin response, DMSO as zero; activation, % at 20 µM; 0.33% of 330,000 active; AID 463104;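 active means versus positive control, 20 µM dose yields 30% or more activation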;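 further: 100% = tunicamycin at 10 µg/mL and 0% = DMSO only wells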
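incubation = overnight seeding at 37 °C, 6 h compound treatment at 37 °C | assay system = CHO-XBP1 cells stably carrying IRE1-XBP1-driven luciferase reporter | input = 1000 cells per well | detection = luciferase luminescence | dosing = single point, 20 µM final compound, 1% DMSO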
tim23-1 inh: growth inhibitors of tim23-1 mutant yeast. inhibition, % at 20 µM. S. cerevisiae tim23-1 growth, BacTiter-Glo luminescence, 24 h. 1.3% of 330,000 active. AID 463212;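 active means growth inhibition of the mutant yeast at or above 50%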;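 further: temperature-sensitive mutant grown at 25 °C; plate controls were DMSO-treated mutant yeast for no effect and medium wells lacking yeast for full effect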
CHOP UPR activ: activators of apoptotic arm of unfolded protein response (CHOP); AID 449763; 0.34% of 330,000 active; activation, % at 10 µM; CHO-CHOP luciferase reporter, UPR activation, luminescence; percent of tunicamycin response over DMSO baseline;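 active means at 10 µM dose, activation of 40% or more, normalized to positive control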;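 further: 100% = tunicamycin at 10 µg/mL and 0% = DMSO alone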
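System: CHO CHOP reporter cells. Amount: 500 cells per well. Buffer or medium: F12 medium, 10% FBS. Compound dosing: one dose, 10 µM in 0.5% DMSO. Incubation: 6 h compound exposure at 37 °C after overnight seeding. Technique: Steady-Glo luciferase luminescence. Benchmarks: tunicamycin and DMSO controls.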
* = called active by the depositor; nt = no result given. This is a subset. The share of hits here may be higher or lower than overall.

no.	SMILES	EBI2 antag	Mdm2 MdmX PPI	APJ ag	CCR6 antag	APJ antagonist	CXCR6 inh	XBP1 UPR activ	tim23-1 inh	CHOP UPR activ
1	COc1ccc(C(=O)C[n+]2ccc(N(C)C)cc2)cc1	-2	47	2	4	18	2	0	8	1.3
2	CCN(CC(=O)Nc1ccccc1SC)Cc1nc2ccccc2c(=O)[nH]1	-11	-27	-3	6	9	3	2	0	0.4
3	CCn1nc2cc(C(=O)NCc3cc(C(F)(F)F)cc(C(F)(F)F)c3)ccc2c1OC	-57	-4	-1	4	-20	1	5	13	1.2
4	CC(=O)c1ccc(Nc2cc(C)nc3ccc(C)cc23)cc1	-2	51*	0	34	14	10	0	8	-1.4
5	Cc1ccccc1C(=O)N1CCC(C(=O)Nc2ccc(S(=O)(=O)N(C)C(C)C)cc2)CC1	-1	4	-4	0	13	0	-4	7	-0.5
6	O=C(c1cccc(F)c1)N1CCC(N2CCCCCC2)CC1	-10	-14	-2	7	4	-16	-1	5	1.6
7	COc1ccc(C2=NOC(Cn3nc(C(=O)NCc4ccco4)cc3-c3ccccc3)C2)cc1 (stereo unspecified)	-6	19	0	3	3	5	-2	25	-1.4
8	Cn1c(SCCCC(=O)c2ccc(Br)cc2)nnc1-c1ccncc1	4	14	0	-9	6	2	-1	23	-1.7
9	COC(=O)C1=C(C)N2C(=O)CSC2=NC1c1ccc2c(c1)OCO2 (stereo unspecified)	nt	20	-1	20	5	nt	-1	0	2.6
10	Cc1ccc(C2CC(c3cccc(C)c3)n3nc(N)nc3N2)cc1 (stereo unspecified)	8	13	-4	10	13	3	2	13	1.3
11	O=C(CCCN1C(=O)c2ccccc2C1=O)NCCCn1ccnc1	-7	-14	-4	-3	-1	-2	-2	9	-0.2
12	COc1ccc(CCN(C(=O)C(F)(F)F)C(C(=O)NC2CCCCC2)c2ccc(C)s2)cc1 (stereo unspecified)	21	-6	-2	5	-6	4	0	-16	-3.1
13	COC(=O)c1c(C(=O)OC)c(-c2ccc(C(C)(C)C)cc2)n2c1CS(=O)C2 (stereo unspecified)	-10	0	-4	0	10	6	0	9	-0.8
14	COc1cccc(C2CC(c3ccc(C(C)C)cc3)n3nc(N)nc3N2)c1 (stereo unspecified)	-9	12	-2	6	17	-1	-2	10	2.9
15	CCc1ccccc1NC(=S)N(CCN(C)C)Cc1cccs1	-5	23	-1	-2	-8	-6	0	12	-0.2
16	CCOC(=O)c1sc(NC(=O)CSCc2c(C)noc2C)nc1C	-10	-21	-2	18	11	3	1	10	-2.1
17	CCn1nnnc1SCC(=O)c1ccc2c(c1)OCCO2	-1	14	-2	13	4	-3	3	12	-0.3
18	Cc1nnc(C)n1/N=C/c1cccc(Oc2ccccc2)c1	-6	24	3	-2	6	1	3	29	1.9
19	CC(C)C1CCC(C(=O)N[C@H](Cc2ccccc2)C(=O)O)CC1 (stereo partly specified)	nt	-22	2	nt	-21	nt	-8	2	-1.6
20	O=C(CSc1nnc(Cc2cccs2)n1-c1ccc(Cl)cc1)NCc1ccc2c(c1)OCO2	26	16	-13	13	-10	-4	1	22	0.1
21	COc1ccc(C(=O)C2CCCN(C(=O)/C=C/c3cnc[nH]3)C2)c(C)c1 (stereo unspecified)	7	-6	-6	-4	-28	2	-1	-2	-0.8
22	CC(=O)c1ccc(S(=O)(=O)N(C)CC(=O)NCC2CCCCC2)cc1	11	10	1	16	14	-16	1	20	3.4
23	CN(c1ccccc1)S(=O)(=O)c1cccc(NC(=O)CN2CCCc3ccccc32)c1	13	-20	4	4	-3	4	-1	12	0.9
24	NC(=O)NC(=O)c1nccnc1C(=O)O	7	-6	-3	-8	6	-9	2	16	-1.6
25	O=C(NCc1ccccc1F)c1cccc(S(=O)(=O)N2CCCCC2)c1	-2	5	0	13	9	-1	-3	6	-0.9
26	O=C(NC1CCCC1)C(c1ccc(N2CCOCC2)cc1)N(Cc1ccco1)C(=O)c1ccco1 (stereo unspecified)	-18	18	-4	8	-3	-4	-1	18	-2.6
27	COc1ccc(OC)c(S(=O)(=O)N2c3ccccc3CC2C)c1 (stereo unspecified)	-2	23	-3	10	1	7	-2	23	-0.7
28	COc1ccc(Cl)cc1NC(=O)C(C)N1CCN(C/C=C/c2ccccc2)CC1 (stereo unspecified)	7	31	0	-11	-16	6	-3	10	1.5
29	O=C(CSc1cccc(C(F)(F)F)c1)NC(=O)c1ccccc1	-5	3	1	7	2	3	-1	21	-0.2
30	O=C(Nc1ccc(S(=O)(=O)NC2CCCCC2)cc1)c1ccco1	2	17	8	-12	-45	-9	-1	7	0.2
31	CCOc1ccccc1NC(=O)c1nc(-c2ccccc2)oc1C	1	24	-4	10	1	-1	6	15	1.3
32	Cc1cccc(NCc2nc3ccccc3n2Cc2ccccc2)c1	14	-20	-2	-9	4	13	2	-29	3.1
33	CCOc1ccc(NC(=O)CSc2ncn[nH]2)c([N+](=O)[O-])c1	3	-8	4	-28	-5	3	-1	20	0.0
34	CCO[C@@H]1OC(C(=O)N2CCOCC2)=C[C@H](c2ccc(Br)cc2)[C@H]1CCCO	-5	-9	-5	11	17	8	-4	3	-2.6
35	C=CCSc1nnc(NC(=O)c2cccc(S(=O)(=O)N3CCOCC3)c2)s1	6	18	-4	-1	0	1	0	13	-0.2
36	CCOC(=O)c1c(NC(C)=O)sc(C(=O)NC2CCCC2)c1C	3	20	-2	3	24	4	1	6	4.5
37	COC(=O)c1cccc(NC(=S)Nc2cccc(Cl)c2C)c1	-3	-7	-1	14	6	-2	0	-1	-0.3
38	O=C(Cn1ncc2c([nH]c3ccccc32)c1=O)NCC1CCN(Cc2ccccc2F)CC1	1	10	-7	11	12	6	-4	1	0.4
39	O=c1[nH]c2cc3c(cc2cc1CN(Cc1ccco1)C(=S)NCCCN1CCOCC1)OCCO3	3	18	0	-13	1	-1	0	-3	-0.9
40	CCN(CC)C(=O)C1CCCN(c2ccc([N+](=O)[O-])cc2/C=N/NC(=O)c2cccc([N+](=O)[O-])c2)C1 (stereo unspecified)	22	4	-4	31	11	11	1	9	0.5
41	OC(CNc1ccccc1)Cn1ccc2ccccc21 (stereo unspecified)	1	6	-1	-13	4	-7	-3	15	0.2
42	CCOC(=O)C1CCCN(CCC(=O)Nc2ccc(C)c(C)c2)C1 (stereo unspecified)	24	35	-1	0	-6	1	0	-2	-0.6
43	COc1cc(OC)c(NC(=O)CC(=O)Nc2cc(Cl)c(OC)cc2OC)cc1Cl	2	24	0	2	4	0	-2	-7	-0.1
44	Cc1ccc(NS(=O)(=O)c2ccccc2[N+](=O)[O-])cc1S(=O)(=O)N1CCCCC1	2	11	0	7	11	5	-2	28	-0.1
45	C[C@@]12C(=O)N(c3cccc(Cl)c3)C(=O)N1[C@@H]1c3ccccc3OC[C@@H]1[C@H]2c1ccccc1	24	15	-3	7	13	4	-3	34	-0.9
46	COc1cc(C)ccc1OCCON1C(=O)CCC1=O	-5	11	0	7	5	-4	0	10	2.9
47	O=C(Nc1ccc(F)cc1)Oc1ccccc1N1CCOCC1	-10	-11	1	-6	-13	1	4	-6	2.5
48	COc1ccccc1Nc1nc(-c2ccccc2O)nc2ccccc12	-1	7	-5	-16	4	-4	-1	1	-0.8
49	Cc1cc(C(=O)CCl)c(C)n1-c1c(C)n(C)n(-c2ccccc2)c1=O	-15	51*	1	15	0	-3	6	3	28
50	CC1(c2nnc(-c3ccccc3)o2)CC(c2ccc(Cl)cc2)=NO1 (stereo unspecified)	-1	18	-4	13	14	3	-6	27	-0.5

3 of the entries above in order of their number in EBI2 antag, rising:
item	molecule	EBI2 antag	Mdm2 MdmX PPI	APJ ag	CCR6 antag	APJ antagonist	CXCR6 inh
49	Cc1cc(C(=O)CCl)c(C)n1-c1c(C)n(C)n(-c2ccccc2)c1=O	-15	51*	1	15	0	-3
47	O=C(Nc1ccc(F)cc1)Oc1ccccc1N1CCOCC1	-10	-11	1	-6	-13	1
45	C[C@@]12C(=O)N(c3cccc(Cl)c3)C(=O)N1[C@@H]1c3ccccc3OC[C@@H]1[C@H]2c1ccccc1	24	15	-3	7	13	4

Next part
no.	SMILES	EBI2 antag	Mdm2 MdmX PPI	APJ ag	CCR6 antag	APJ antagonist	CXCR6 inh	XBP1 UPR activ	tim23-1 inh	CHOP UPR activ
51	O=C1CN2NC(=S)N(c3ccc(Cl)cc3)C2=CN1c1ccc(Cl)cc1	7	23	1	3	-3	-11	-2	17	0.7
52	c1ccc(-c2nnc(CN3CCCc4ccccc43)o2)cc1	5	-16	4	16	-4	-1	4	5	-2.0
53	O=C(O)C(C(O)c1ccc([N+](=O)[O-])cc1)[n+]1ccccc1 (stereo unspecified)	2	7	-1	5	10	-9	1	1	-2.0
54	CCc1ccccc1N=C1S/C(=C/c2ccccc2OCC(=O)N2CCOCC2)C(=O)N1C	28	32	0	7	8	7	3	29	2.6
55	CN1C(=O)/C(=C2\SC(=S)N(C(CCC(=O)O)C(=O)O)C2=O)c2ccccc21 (stereo unspecified)	-13	10	-1	24	-1	-19	-2	26	-2.4
56	Cc1ccc(-c2cn(-c3ccccc3)c(=S)[nH]2)cc1C	33	-118	2	0	-3	0	-5	52*	2.8
57	CCOc1ccc(OCCC(=O)NNC(=O)c2ccccc2Cl)cc1	4	1	10	-3	-48	-9	-1	-10	0.9
58	COC(=O)c1cn(NC(=O)C2COc3ccccc3O2)c(=O)c2ccccc12 (stereo unspecified)	-3	18	-2	6	12	3	-1	16	-0.7
